From PubChem
Eya2 phos inh: inhibitors of human Eya2 phosphatase activity; O00167; recombinant Eya2, OMFP fluorescence dephosphorylation (OMFP is methylfluorescein phosphate); Potency, µM (top dose mostly 76.9 µM), for the others: at the top dose activity, negative = inhibition, most hits filed as inhibitors; 330,000 tested, 0.006% active; note: potency is the fitted concentration of half-maximal effect
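Eya2 protein (added as 0.2 uM solution) was preincubated with compound for 10 min at ambient temperature in 50 mM HEPES pH 7.5, 50 mM NaCl, 5 uM MgCl2, 0.05% BSA, 1 mM DTT. OMFP (added at 50 uM) then reacted 10 min; fluorescence read at 485/525 nm.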
FBPA coupling cs: coupling enzyme interference in Giardia aldolase counter-screen | 290,000 tested, 0.67% active | coupling enzyme system counterscreen, AmpLite Red fluorescence | activity change, negative = inhibition, % at 58.2 µM, hits read low; in the data active = activity change below about -30%
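First, compound is pin-transferred into glyceraldehyde-3-phosphate coupling-enzyme reagent at 57.5 uM final and held 10 min at RT. Next, substrate, coupling system and AmpLite Red are added. After 20 min RT, fluorescence (525/598 nm) is read.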
GALK inhibitor: inhibitors of human galactokinase | P51570 | Purified GALK, Kinase-Glo residual ATP luminescence | Potency, µM (titrated, usually from 57.5 µM), without a hit: at the highest dose activity change, negative = inhibition, most hits filed as inhibitors | 270,000 tested, 0.007% active; note: potency is the fitted concentration of half-maximal effect
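Compounds were pin-transferred into ATP buffer (35 uM final), then GALK plus galactose (5 nM, 100 uM final) was added. After 1 h at room temperature, Kinase-Glo Plus was added and luminescence read after 10 min.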
KCNH2 3.1 inh: blocks the human KCNH2 3.1 channel isoform | U2OS KCNH2 3.1, thallium flux FluxOr; active compounds read low | activity change, % (tested at about 1.8 µM) | 340,000 tested, 0.95% active;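 active = maximum activity change below -70%; inconclusive = maximum activity change from -70% to -50%; inactive = maximum activity change above -50%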;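 note: thallium influx rate constant from kinetic fluorescence after stimulation buffer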
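Virally transduced U2OS (3.1 isoform, 4 h infection in dark at RT) → overnight 37 C → FluxOr + Red40 in HBSS/HEPES, 45 min → stimulation buffer, 2 min kinetic read → rate constant vs DMSO controls.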
B2AR arrestin: recruits beta-arrestin to the human beta2-adrenergic receptor. Potency, µM (highest dose often 46.1 µM), for inactives: at the highest dose activation, actives largely listed as activators. P07550. 330,000 tested, 0.02% active. AID 492947. beta-arrestin recruitment to beta2AR, cell-based reporter;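 note: potency is the fitted concentration of half-maximal effect; 0% = DMSO controls and full agonism = EC100 isoproterenol or metaproterenol; nearly all actives have a fitted effect of over 65% in size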
Target sequence (P07550 whole entry, looked up): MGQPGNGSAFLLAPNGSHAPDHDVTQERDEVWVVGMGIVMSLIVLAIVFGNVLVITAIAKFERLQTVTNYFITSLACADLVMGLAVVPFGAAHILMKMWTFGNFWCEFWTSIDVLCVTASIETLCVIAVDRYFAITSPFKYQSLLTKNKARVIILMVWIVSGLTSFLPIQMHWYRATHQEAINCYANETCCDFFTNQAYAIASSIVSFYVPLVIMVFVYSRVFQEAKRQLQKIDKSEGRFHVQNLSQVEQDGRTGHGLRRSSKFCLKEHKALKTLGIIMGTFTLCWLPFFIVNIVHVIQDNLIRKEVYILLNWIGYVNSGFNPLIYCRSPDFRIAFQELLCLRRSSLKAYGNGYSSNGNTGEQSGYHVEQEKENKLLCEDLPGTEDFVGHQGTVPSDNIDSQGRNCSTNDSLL
USP2a block: USP2a (human) protease inhibition. O75604. 330,000 tested, 0.01% active. Potency, µM (top dose mostly 38.3 µM), for inactives: at the highest dose activity change, negative = inhibition, usual class: inhibitors. USP2 core, Ub-CHOP2 coupled fluorogenic reporter, 485/531;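 note: potency is the fitted concentration of half-maximal effect; plate controls were DMSO wells for no effect and full inhibition by NEM control for full effect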
Target sequence (O75604 whole entry, looked up): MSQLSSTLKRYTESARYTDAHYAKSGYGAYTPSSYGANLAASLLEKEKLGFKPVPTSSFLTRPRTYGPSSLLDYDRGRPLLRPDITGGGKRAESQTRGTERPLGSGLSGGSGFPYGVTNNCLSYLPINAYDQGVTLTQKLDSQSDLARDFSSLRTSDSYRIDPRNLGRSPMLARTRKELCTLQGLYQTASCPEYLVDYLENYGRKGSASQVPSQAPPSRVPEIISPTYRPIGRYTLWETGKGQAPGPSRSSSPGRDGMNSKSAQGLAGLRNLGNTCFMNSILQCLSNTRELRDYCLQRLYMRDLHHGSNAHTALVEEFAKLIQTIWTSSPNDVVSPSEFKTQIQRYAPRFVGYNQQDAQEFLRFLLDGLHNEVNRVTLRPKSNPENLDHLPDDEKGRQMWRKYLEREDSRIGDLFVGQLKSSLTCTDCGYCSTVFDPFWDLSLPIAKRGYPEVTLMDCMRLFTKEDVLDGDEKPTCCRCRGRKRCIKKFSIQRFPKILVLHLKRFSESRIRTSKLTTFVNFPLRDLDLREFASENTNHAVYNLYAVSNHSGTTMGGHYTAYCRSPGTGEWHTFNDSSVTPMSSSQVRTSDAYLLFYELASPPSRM
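Cell-free coupled assay: 10nM USP2 core preincubated 30min RT with compound in Tris-HCl pH 8.0/CaCl2/CHAPS buffer, then 25nM Ub-CHOP2 and 25nM reporter substrate; fluorescence (Ex 485/Em 531) read after 60min RT, normalized to NEM inhibition, concentration-response curves fitted.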
uPA generation: inhibitors of cell surface uPA generation; Potency, µM (top dose mostly 38.3 µM), without a hit: top-dose activity change, negative = inhibition, most hits filed as inhibitors; cell surface uPA generation assay, qHTS; 330,000 tested, 0.31% active; active = well fitted inhibition curve with a large enough effect; inconclusive = small, poorly fitted or top-dose-only effect; inactive = no such curve, though single readings can be large or run the other way; tested in mouse RAW 264.7 cells; note: potency is the fitted concentration of half-maximal effect; nearly all actives have a fitted effect of over 55% in size
KCNH2 WT inh: inhibitors of human wildtype KCNH2 potassium channel. Q12809. U2OS, BacMam KCNH2, thallium flux FluxOr; active compounds read low. activity change, % at 1.84 µM. 340,000 tested, 0.37% active;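 active = maximum activity change below -70%; inconclusive = maximum activity change between -70% and -50%; inactive = maximum activity change above -50%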
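U2OS cells transduced with wild-type KCNH2 virus are loaded with FluxOr dye for 45 min, and thallium flux is measured in kinetic reads before and after stimulation buffer. Rate constants are normalized to DMSO controls.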
Chronic BCR inh: chronic active BCR signaling inhibition | ABC-DLBCL IkBa-CBG/CBR reporter, luminescence ratio, 4 h | Potency, µM (highest dose often 46.1 µM), without a hit: top-dose ratio change, negative = lower green/red ratio, actives largely listed as inhibitors | AID 493014 | 340,000 tested, 0.05% active; active = well fitted inhibition curve with a large enough effect in the signal ratio, with a control signal flat, not every such curve was filed as active; inconclusive = small, poorly fitted or top-dose-only effect, or effect the other way, or a change in a side signal; the % refers to the signal ratio;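 note: potency is the fitted concentration of half-maximal effect; plate controls were basal doxycycline-induced cells for no effect and cells given 10 µM MG132 for full effect; MG132 reads +100%, hits lower the ratio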
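Doxycycline induced both beetle luciferases in TMD8 lymphoma cells; IKK-driven degradation limits the IkappaBalpha-fused green signal, while red luminescence normalises for cell number and nonspecific effects. Compounds tested up to 46 uM, 4 hrs.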
Giardia kill: Giardia lamblia killing | Giardia lamblia trophozoite viability | activity change, % at 7.66 µM, hits read low | 340,000 tested, 0.15% active | AID 540267; in the data active = activity change below about -80%; inconclusive = between about -30% and that limit;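 note: parasites exposed to compound for two days anaerobically before the ATP read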
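Luminescence from cellular ATP indicates surviving trophozoites (100 cells/well) following 48 hrs anaerobic compound treatment at 37 deg C; signal develops 15-30 min at room temperature.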
PKM2 activator: PKM2 (human) enzyme activation | P14618 | purified PKM2, Kinase-Glo ATP luminescence, activation; response scale: 0% is enzyme alone, no compound | Potency, µM (titrated, usually from 57.5 µM), for the others: top-dose activation, actives largely listed as activators | 260,000 tested, 0.34% active | AID 1631; note: potency is the fitted concentration of half-maximal effect; nearly all actives have a fitted effect of over 55% in size
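Purified hPK-M2 (>95% pure) converted ADP (0.1 mM final) to ATP with 0.5 mM PEP in 50 mM imidazole pH7.2, KCl, MgCl2, Tween 20, BSA; 1 h at room temperature. ATP detected by Kinase-Glo luminescence.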
Starred values were filed as active, the others as inactive; u = inconclusive; x = not tested or not shown; [ ] = another dose, or the depositor's remark. Unless noted, calls come from the whole dose curve; as a rule, active = well fitted curve in the direction sought with a large enough effect; inconclusive = small, poorly fitted or top-dose-only effect, or another doubt; inactive = no such curve, though single readings can be large; an effect the other way counts as inactive or inconclusive. Unless noted, % is set by controls: 0 for no effect and ±100 for the full control effect.

SMILES	KCNH2 WT inh	uPA generation	Giardia kill	PKM2 activator	KCNH2 3.1 inh	B2AR arrestin	FBPA coupling cs	Eya2 phos inh	Chronic BCR inh	GALK inhibitor	USP2a block
C=CCC(NCc1ccccc1)c1ccc(Cl)cc1 (stereo not given)	7	5%	1	-2%	11	-1.4%	2	5%	7%	-1%	1%
O=C(CSc1nncs1)NC(=O)Nc1ccc2c(c1)OCCO2	4	-25%	8	-2%	25	0.1%	0	-4%	1%	-3%	1%
Cc1ccc(S(=O)(=O)c2cn(C)c3cc(N4CCOCC4)c(F)cc3c2=O)cc1	4	-7%	-2	x	4	-0.2%	x	-1%	6%	-1%	3%
O=C(COc1coc(CN2CCc3ccccc32)cc1=O)Nc1cccc(F)c1	3	8%	3	x	-3	0.0%	x	0%	-3%	x	-1%
O=C(NCc1ccccc1)Nc1cccc2ccccc12	16	-11%	1	6%	-13	0.5%	-7	-3%	2%	0%	6%
COCCn1c(Cc2ccccc2)nnc1SCC(=O)NC(C)C	-25	-1%	-2	1%	-6	-0.5%	11	10%	3%	2%	1%
CCCCN(C(=O)CSc1nnnn1C)c1c(N)n(Cc2ccccc2)c(=O)[nH]c1=O	-2	-1%	-1	1%	1	-0.3%	2	11%	u	1%	1%
CCn1c(CCCOc2ccc(Cl)cc2Cl)nnc1SCC(=O)Nc1cc(F)ccc1C	-13	-3%	6	-3%	-17	0.5%	-3	-6%	u	-2%	0%
Clc1ccsc1-c1ccnc(-n2cccc2)n1	12	3%	-4	0%	-12	0.6%	1	4%	9%	0%	1%
COCCNC(=O)NC(=O)CSc1nc(C)c(C)c(C)n1	-10	5%	-13	1%	-7	0.0%	-1	5%	6%	1%	3%
CC(C)N1CCN(Cc2cccn2-c2ccccn2)CC1CCO (stereo not given)	2	-1%	-10	1%	15	-0.8%	4	7%	-1%	1%	-1%
CCO[C@H]1OC(C(=O)NC2CC2)=C[C@@H](c2ccc3c(c2)OCO3)[C@@H]1CCCO	2	4%	-11	0%	15	-0.4%	2	-4%	-1%	-2%	-1%
O=C(O)c1nc(-c2ccccc2)n(-c2ccc(Cl)cc2)n1	-4	-6%	12	2%	-1	0.0%	3	17%	u	-2%	4%
CC1(C(=O)OCc2cc(=O)n3cc(Br)ccc3n2)CC1(Cl)Cl (stereo not given)	11	-4%	-18	0%	-11	0.2%	0	15%	u	-3%	12%
O=C(CCCC1=NS(=O)(=O)c2ccccc2N1)N1CCN(c2ccc([N+](=O)[O-])cc2)CC1	-1	3%	-22	x	-31	0.1%	x	-3%	2%	5%	0%
O=S(=O)(c1cccc(S(=O)(=O)N2CCCC2)c1)c1cccc(S(=O)(=O)N2CCCC2)c1	19	x	-4	-26%	x	0.1%	4	6%[15.4 µM]	-2%	3%	-5%
CCOC(=O)c1ccc(S(=O)(=O)N2CCN(C/C=C/c3ccccc3)CC2)cc1	-7	9%	10	x	u	-0.5%	x	4%	4%	x	0%
O=C(CN1C(=O)COc2ccccc21)N1CCc2ccccc2C1	-9	0%	6	-9%	14	3.6%	0	-1%	-10%	0%	1%
Cc1ccc(C)c(NC(=S)N2CCC(NC(=O)c3ccccc3)CC2)c1	5	-1%	15	-2%	14	-0.2%	1	-1%	-2%	9%	-1%
Cc1ccc(NC(=O)c2cc(N3C(=O)CCC3=O)ccc2N2CCOCC2)cc1	-7	x	0	3%	3	-0.1%	1	3%	3%	1%	14%
CNC(=O)c1cc(C(=O)c2ccc(Cl)cc2)c(Br)[nH]1	-3	13%	-3	x	11	-0.8%	-1	-11%	u	0%	1%
O=C(O)CC(NC(=O)Cc1ccc([N+](=O)[O-])cc1)c1ccc2c(c1)OCO2 (stereo not given)	-8	4%	0	-1%	13	-0.1%	8	-4%	-1%	0%	-1%
O=C(CCCn1c(=O)[nH]c2cc(Cl)ccc2c1=O)NCC1CCCO1 (stereo not given)	-5	0%	-2	-2%	-17	0.3%	-5	2%	-1%	-2%	0%
COc1ccc(OCC(=O)N/N=c2\oc3c(OC)cccc3cc2C(N)=O)cc1	-7	-2%	24	-14%	-4	0.3%	0	-4%	1%	2%	0%
Cc1cccc(C(=O)N2CCN=C2SCc2ccc([N+](=O)[O-])cc2)c1	1	0%	3	-4%	-12	-1.0%	0	9%	u	-1%	2%
O=S(=O)(Nc1ccon1)c1ccc(F)c(F)c1	-19	5%	-23	-3%	13	-1.0%	x	7%	4%	-6%	-1%
CC(OC(=O)Cn1cnc2ccccc2c1=O)C(=O)NCc1ccccc1 (stereo not given)	3	3%	-7	x	-7	6.5%	x	-10%	0%	x	-1%
CCc1ccccc1NC(=O)CCC(=O)c1cccs1	-9	1%	-19	1%	-5	-0.5%	x	-21%	u	-3%	3%
CC(=O)Nc1ccc(S(=O)(=O)N2CCC(C(=O)NCc3ccncc3)CC2)cc1	6	3%	-11	x	6	-0.2%	x	-11%	-4%	6%	2%
Cc1ccc(C(=O)N/C(=C\c2ccc([N+](=O)[O-])cc2)C(=O)NCCc2ccccc2)cc1	-20	x	-1	-2%	-96*	0.1%	1	7%	-10%	7%	-1%

The results go on.
SMILES	KCNH2 WT inh	uPA generation	Giardia kill	PKM2 activator	KCNH2 3.1 inh	B2AR arrestin	FBPA coupling cs	Eya2 phos inh	Chronic BCR inh	GALK inhibitor	USP2a block
CC(C)CCC1=NN(C(=O)c2ccco2)C(O)(C(F)(F)F)C1 (stereo not given)	-3	0%	-16	7%	-8	3.1%	7	-6%	u	1%	0%
CCC(=O)Nc1cccc(NC(=S)NC(=O)c2cccc(C)c2)c1	1	-4%	-22	-1%	5	-0.8%	6	-4%	u	2%	0%
CC1CCCC(C)N1/N=C/c1ccccc1Br (stereo not given)	-3	-5%	2	x	0	-0.1%	19	3%	6%	-1%	-6%
Cc1cc(C)c2c(=O)[nH]c(SCC(=O)Nc3ccccc3)nc2n1	-5	-6%	14	-20%	0	-0.4%	3	16%[15.4 µM]	0%	1%	1%
CCOC(=O)c1ccc(NC(=O)Nc2ccc(F)cc2)cc1	4	4%	3	-3%	-14	-0.1%	-1	-2%	u	4%	1%
CCCCNC(=O)/C(C#N)=C/c1ccc2c(c1)OCCO2	-6	2%	-11	-4%	0	-0.6%	1	6%	1%	2%	1%
CCOc1ccc2nc(NCCNC(=O)C3CC3)c(C)cc2c1	14	4%	14	-2%	-6	0.3%	-1	-8%	1%	3%	-1%
CCS(=O)(=O)Nc1ccc(C(=O)OC)cc1	-10	1%	-24	-12%	2	0.0%	-6	-27%	-9%	-2%	1%
Cc1ccc(-n2nc(C)c(C(=O)O)n2)c(C)c1	-1	-13%	9	2%	2	-0.4%	-4	-1%	u	2%	-1%
CC(C)c1ccc2[nH]c(O)c(N=NC(=O)c3cccc(S(=O)(=O)Nc4ccccc4Cl)c3)c2c1	-3	5%	5	-11%	-49	-0.8%	-2	-8%	-1%	2%	-4%
Cc1ccc(-c2cc(-c3cccc(F)c3)n[nH]2)c(O)c1	-10	1%	21	0%	-12	0.3%	0	-18%	u	-3%	0%
Cc1ccc(NS(=O)(=O)c2ccc3c(c2)n(C)c(=O)c(=O)n3C)c(C)c1	-6	-4%	6	x	5	0.1%	-2	-2%	5%	0%	4%
COc1cccc(NS(=O)(=O)c2cc3c(cc2C)N(C(C)=O)CCO3)c1	-1	-11%	-15	15%	3	0.0%	0	-4%	u	x	0%
NS(=O)(=O)c1ccc(-c2ccc(C=O)o2)cc1	-6	-5%	2	1%	10	0.3%	-1	3%	-2%	-3%	8%
Cn1c(=O)c2c(nc(-n3ccnc3)n2C)n(C)c1=O	1	1%	4	-4%	14	0.3%	-3	4%	-2%	1%	3%
Cc1cc(C)c2cc3c(N)c(C(=O)Nc4c(C)[nH]c(=O)[nH]c4=O)sc3nc2c1	8	1%	-7	-6%	2	-1.0%	-2	-4%	u	-1%	22%
CCOC(=O)C(CCCCP(=O)(c1ccccc1)c1ccccc1)(NC(C)=O)C(=O)OCC	7	5%	47[activator]	-5%	-2	3.6%	-2	1%	-2%	-5%	0%
CCCn1c(-c2ccc(OC)cc2)nc2c(=O)n(C)c(=O)[nH]c21	5	-2%	-4	7%	10	-0.2%	-1	8%	u	0%	1%
Oc1cccc(NC(=S)Nc2ccc(SC(F)F)cc2)c1	2	-3%	-7	-1%	-5	0.7%	0	0%	0%	1%	1%
FC(F)(F)c1cc(Sc2ccccc2)nc(-c2ccccn2)n1	-5	x	-9	-1%	-9	-0.2%	1	-4%	u	-1%	-7%
